KAT2A inh – inhibitors of human GCN5L2 histone acetyltransferase | GCN5L2 HAT assay, ThioGlo1 CoA-SH fluorescence | Q92830 | Potency, µM (top dose mostly 58.9 µM), for inactives: at the top dose activity change, negative = inhibition, most hits filed as inhibitors | 0.21% of 390,000 active
Target sequence (Q92830 whole entry, looked up): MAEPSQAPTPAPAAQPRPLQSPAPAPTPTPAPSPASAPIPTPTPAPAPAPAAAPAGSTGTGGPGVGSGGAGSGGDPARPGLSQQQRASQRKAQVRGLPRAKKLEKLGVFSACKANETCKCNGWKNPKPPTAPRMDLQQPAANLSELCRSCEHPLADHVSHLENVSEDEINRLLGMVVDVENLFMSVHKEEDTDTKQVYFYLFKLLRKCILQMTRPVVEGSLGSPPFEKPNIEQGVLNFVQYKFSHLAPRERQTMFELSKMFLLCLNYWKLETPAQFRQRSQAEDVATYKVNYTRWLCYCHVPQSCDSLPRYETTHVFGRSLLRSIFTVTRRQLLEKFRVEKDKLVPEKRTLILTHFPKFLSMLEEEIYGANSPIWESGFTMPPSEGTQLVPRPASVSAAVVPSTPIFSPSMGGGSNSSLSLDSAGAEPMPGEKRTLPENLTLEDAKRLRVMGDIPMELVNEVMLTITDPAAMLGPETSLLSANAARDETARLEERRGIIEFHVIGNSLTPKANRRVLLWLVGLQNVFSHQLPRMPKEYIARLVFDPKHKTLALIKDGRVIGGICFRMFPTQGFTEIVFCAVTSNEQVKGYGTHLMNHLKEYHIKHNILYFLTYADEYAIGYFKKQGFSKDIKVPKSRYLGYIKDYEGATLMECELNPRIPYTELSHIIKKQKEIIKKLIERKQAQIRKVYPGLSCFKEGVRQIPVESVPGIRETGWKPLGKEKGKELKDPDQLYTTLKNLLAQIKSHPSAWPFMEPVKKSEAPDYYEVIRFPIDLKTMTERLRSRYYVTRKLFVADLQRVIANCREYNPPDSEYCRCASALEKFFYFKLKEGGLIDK
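Free CoA generated was detected with ThioGlo1 (50uM) fluorescence at Ex340nm/Em540nm, read immediately and after 20 min at room temperature. Enzyme, 20 nM in HEPES pH 7.5 buffer, saw compounds 15 min before adding 75uM H3(1-25) peptide and 70uM acetyl-CoA.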
FEN1 inhibitor – blocks human flap endonuclease 1 | AID 588795 | 0.35% of 390,000 active | Potency, µM (highest dose often 114 µM), inactives show at the highest dose activity change, negative = inhibition, usual class: inhibitors | P39748 | Recombinant FEN1 flap cleavage, fluorescence, 15 min; note: nearly all actives have a fitted effect of over 65% in size
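Recombinant FEN1 (10 nM) was preincubated with pin-transferred compounds for 15 min at room temperature, then flap DNA substrate (50 nM final) was added. Plates were read at 0 and 15 min, and normalized concentration–response data were fitted to a four-parameter Hill equation.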
TDP1 cell CPT – growth inhibition of DT40 Tdp1-/-;hTDP1 cells with camptothecin (screen for TDP1 inhibitors) | chicken DT40 Tdp1-/-;hTDP1 cells + 20 nM CPT, ATP luminescence, 48 h | Potency, µM (highest dose often 46.2 µM), for inactives: at the highest dose activity change, negative = growth inhibition, usual class: inhibitors | 12% of 420,000 active | AID 686979; note: nearly all actives have a fitted effect of over 55% in size
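Chicken DT40 Tdp1-/- cells stably complemented with human TDP1 were seeded at 400 cells/well in medium containing 20 nM camptothecin, exposed to pin-transferred compounds, and grown at 37 °C for at least 48 hr. Viability was read as ATP luminescence.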
Starred values were filed as active, the others as inactive; ? = inconclusive; · = no result given; & = joins results of further samples; [ ] = dose if it differs, or a comment. Calls come from the whole dose curve; as a rule, active = well fitted curve in the direction sought with a large enough effect; inconclusive = small, poorly fitted or top-dose-only effect, or another doubt; inactive = no such curve, though single readings can be large; an effect the other way counts as inactive or inconclusive. % is set by controls: 0 for no effect and ±100 for the full control effect; potency is the fitted concentration of half-maximal effect.

SMILES	KAT2A inh	FEN1 inhibitor	TDP1 cell CPT
Nc1nonc1C(=O)N/N=C\c1cc2c(cc1Cl)OCO2	-6%	-1%	0%
O=C(CSc1ccc([N+](=O)[O-])cn1)Nc1ccc2[nH]c(=O)[nH]c2c1	0%	-9%	-3%
COc1ccc(CCN(Cc2nc(-c3ccccc3)no2)Cc2nc(-c3ccccc3)no2)cc1OC	-7%	-9%	?
C[C@H](CO)N1C[C@H](C)[C@@H](CN(C)C(=O)Nc2ccc(F)cc2)Oc2ccc(NS(C)(=O)=O)cc2C1=O	0%	-7%	-5%
CS(=O)(=O)N(CC(=O)Nc1ccccc1C(=O)NCc1ccco1)c1ccc2c(c1)OCCO2	0%	-3%	18µM*
COc1cc(OC)cc(C(=O)NCC(=O)NCC(c2ccco2)N2CCCCC2)c1 (configuration not stated)	-8%	-1%	-5%
COc1ccc(C(=O)NCCc2nc3cc([N+](=O)[O-])ccc3n2C)cc1	-2%	-5%	-16%
CCOC(=O)C1=C(COC(=O)/C=C/c2ccco2)NC(=O)NC1C (configuration not stated)	-16%	4%	-11%
CC(=O)Nc1ccc2c(O)cc(S(=O)(=O)O)cc2c1	·	?	-16%
CC(Nc1nc(-c2ccccc2F)nc2ccccc12)c1ccccc1 (configuration not stated)	-9%	-7%	-22%
CCN1CCN(C(=O)C2c3cc(OC)c(OC)cc3C(=O)N(C)C2c2ccc(SC)cc2)CC1 (configuration not stated)	-2%	12%	-3%
CCOc1ccccc1NC(=O)C1=C(C)NC(=O)NC1c1cccc(OC)c1OC (configuration not stated)	-1%	-4%	7%
Cc1cc(S(=O)(=O)N(Cc2ccc3c(c2)OCO3)CC2CCCO2)ccc1-n1cnnn1 (configuration not stated)	-4%	-10%	-12%
Cc1ccc2nc(-c3cccc(NC(=O)c4cccc5c(Cl)cccc45)c3)oc2c1	4%	1%	?
Cc1cc(NS(=O)(=O)c2ccc(NC(=O)c3ccco3)cc2)nc(C)n1	-2%	-1%	-1%
COc1ccc(-c2nc(CS(=O)(=O)CC(=O)NCCc3ccccc3)c(C)o2)cc1	-28%	-29%	-6%
CN1CCCC(OC(=O)c2ccccc2F)C1 (configuration not stated)	4%	-1%	-3%
COc1ccc(C(Cl)=C(c2ccc(OC)cc2)c2ccc(OC)cc2)cc1	-15%	14%	?
COc1ccc(CN2C(=O)c3ccccc3C2=O)cc1C(=O)OC(C)C(=O)NC(N)=O (configuration not stated)	-6%	-18%	-10%
O=S(=O)(Nc1cccc(S(=O)(=O)N2CCCCC2)c1)c1ccccc1F	-4%	6%	-27%
CCC(CC)NC(=O)COC(=O)c1cccc(C)c1O	-3%	-6%	-12%
CC(=O)Nc1ccc(CN2CCN(CCC(C)C)C(CCO)C2)cc1 (configuration not stated)	2%	4%	-14%
Cc1c(-n2c(SCC(=O)C(C)(C)C)nc3ccccc3c2=O)c(=O)n(-c2ccccc2)n1C	-13%	-3%	?
Cc1cc(C)nc(SCc2cn3cc(Cl)ccc3n2)n1	-10%	-4%	3%
CC(NC(=O)CCc1nnc(C2CCCCC2)o1)c1ccc(F)cc1 (configuration not stated)	-23%	-1%	-8%

The final 6 compounds of the section before are carried over, then new ones follow.
SMILES	KAT2A inh	FEN1 inhibitor	TDP1 cell CPT
O=S(=O)(Nc1cccc(S(=O)(=O)N2CCCCC2)c1)c1ccccc1F	-4%	6%	-27%
CCC(CC)NC(=O)COC(=O)c1cccc(C)c1O	-3%	-6%	-12%
CC(=O)Nc1ccc(CN2CCN(CCC(C)C)C(CCO)C2)cc1 (configuration not stated)	2%	4%	-14%
Cc1c(-n2c(SCC(=O)C(C)(C)C)nc3ccccc3c2=O)c(=O)n(-c2ccccc2)n1C	-13%	-3%	?
Cc1cc(C)nc(SCc2cn3cc(Cl)ccc3n2)n1	-10%	-4%	3%
CC(NC(=O)CCc1nnc(C2CCCCC2)o1)c1ccc(F)cc1 (configuration not stated)	-23%	-1%	-8%
CN1N=C(C(C)(C)C)CC1=O	-16%	-14%	24%
COc1ccc(NC(=S)Nc2ccccc2SC)c(OC)c1	0%	5%	-27%
CC1CN(Cc2cn(C)nc2-c2ccc(Oc3ccccc3)cc2)CCN1C (configuration not stated)	-2%	1%	?
CC[C@H](C)[C@H](NC(=O)[C@H](CCCN=C(N)N)NC(=O)[C@H](CCCN=C(N)N)NC(=O)[C@H](CC(C)C)NC(=O)[C@H](Cc1ccccc1)NC(=O)CNC(=O)CN)C(=O)N[C@@H](CCCN=C(N)N)C(=O)N1CCC[C@H]1C(=O)N[C@@H](CCCCN)C(=O)N[C@@H](CC(C)C)C(=O)N[C@@H](CCCCN)C(=O)O	13%	·	2%[4.12 µM]
CCN(CC(=O)Nc1ccccc1OC)C(=O)C1CCCC1	-1%	-2%	-24%
COc1ccc(-c2sc3ccc(N4CCOCC4)cc3c2C#CC2(O)CCCCC2)cc1	-16%	-24%	?
CCOc1cc(N2CCOCC2)c(OCC)cc1NC(=O)CN1C(=O)NC2(CCc3ccccc32)C1=O (configuration not stated)	-1%	-5%	3%
O=C(NC1CCCCCCC1)c1ccccc1O	-11%	-4%	?
CN(C)CCCC(C)(O)C(Cc1ccccc1)c1ccccc1 (configuration not stated)	0%	-3%	?
CC1Cc2cc(S(=O)(=O)N3CCN(c4ccccc4F)CC3)ccc2N1C(=O)C1CC1 (configuration not stated)	-18%	-8%	?
CCOc1ccccc1NC(=O)C(CC)Sc1nc2ccsc2c(=O)n1CCC(=O)O (configuration not stated)	-6%	19%	-3%
Cc1onc(-c2ccccc2)c1-c1nnc(CN2CCN(S(=O)(=O)c3ccccc3F)CC2)o1	-2%	1%	21µM*
Nc1ccccc1-c1ccccc1N	6%	-2%	-14%
Cc1ccccc1CCNC(=O)CCn1nc(C)c2c(C)n(-c3ccccc3)nc2c1=O	-3%	-10%	?
Cc1nc(SCC(=O)NC(=O)NCCC(C)C)c2c(-c3cccs3)csc2n1	27%	-9%	?
Cc1cccc(C)c1NC(=O)c1ccccc1C(=O)O	-2%&-2%	23%	11%&1%
COc1ccc(Cl)cc1C(=O)NCc1nc(-c2cccc(C)c2)no1	2%	-19%	?
Cn1cc(S(=O)(=O)Nc2cccc(F)c2)c(=O)n(C)c1=O	-1%	4%	-21%
O=[N+]([O-])c1ccc(C2CCCC/C2=N/OCc2ccc(F)cc2)c([N+](=O)[O-])c1 (configuration not stated)	-5%	-6%	1%
CCOC(=O)c1c(NC(=O)CSc2nnc(C)s2)sc2c1CCCCC2	-28%	-19%	?
CCN(CC)S(=O)(=O)c1cccc(NC(=O)COC(=O)c2n[nH]c(=O)c3ccccc23)c1	-1%	0%	2%
Fc1ccc(-n2cc(-c3ccccc3)c3c(NCCc4ccccc4)ncnc32)cc1	0%	-15%	?
Cc1ccc(CN2CC(C(=O)N3CCN(S(=O)(=O)c4ccccc4)CC3)CC2=O)cc1 (configuration not stated)	-3%	13%	?
CC(=O)N1CCC(N2CCN(Cc3ccc(C)cc3)C(CCO)C2)CC1 (configuration not stated)	-4%	7%	-11%
CNC(=O)c1c(Br)cnn1-c1ccc(C)cc1	-2%	0%	7%
Remaining list, next part.
SMILES	KAT2A inh	FEN1 inhibitor	TDP1 cell CPT
CCOC(=O)C1CCN(C(=O)N2CCOCC2)CC1	-6%	0%	-11%
CCC(C)NC(=O)C(Cc1ccccc1)NS(=O)(=O)c1ccc2c(c1)CCC(=O)N2 (configuration not stated)	0%	0%	9%
COCCCNC(=O)CSc1nc(-c2cccc(F)c2)[nH]c1-c1ccccc1	-10%	2%	?
CCN(CC)c1ccc(C=Nc2ccccc2)c(O)c1	-8%	-2%	?
Clc1ccc(OCc2nn3c(-c4ccccc4)nnc3s2)c(Cl)c1	-16%	5%	?
COc1cccc(-c2noc(COc3ccccc3Cl)n2)c1	-6%	-6%	17%
CN(C)C(CNC(=O)CSc1nc2sc3c(c2c(=O)n1C)CCCC3)c1ccccc1 (configuration not stated)	-6%	2%	23µM*
CSCCC(NS(=O)(=O)c1ccc(Cl)cc1)C(=O)OCC(=O)N(C(C)C)C(C)C (configuration not stated)	-1%	-4%	-19%
CCCn1c2ccccc2c2cnn(CC(=O)NCCN(C)C)c(=O)c21	1%	-14%	-25%
COc1ccc(C(=O)NNC(=S)NC(=O)c2cccs2)cc1	-1%	9%	15µM*
COCCN(C(=S)Nc1ccc(C)cc1C)C(C)c1cccs1 (configuration not stated)	0%	-20%	?
COc1cccc(C2=C(C(C)=O)Sc3nncn3N2C(C)=O)c1	-2%	?	?
Cc1ccc(C)c(S(=O)(=O)N2CCN(C(=O)c3ccc(C)s3)CC2)c1	0%	-15%	0%
COC(=O)c1c(C)oc2ccc(NS(=O)(=O)c3cccs3)cc12	-6%	15%	?
O=C(CC12CC3CC(CC(C3)C1)C2)Nc1ccc2c(c1)COC2=O	-9%	-5%	13µM*
CC(=O)N1CCN(c2ccc(NC(=O)c3cc4ccccc4o3)cc2)CC1	-7%	-3%	?
O=c1oc2ccccc2c(O)c1CN1CCCCC1	-13%	3%	-18%
Cc1ccc(-c2nnnn2CS(=O)(=O)c2ccccc2)cc1	-2%	-4%	5%
CSc1ccc(S(=O)(=O)N2CCC(C(=O)NCc3ccncc3)CC2)cc1	-6%	-5%	1%
CC(C)OC(=O)NC(c1ccccc1)C(Cl)(Cl)Cl (configuration not stated)	0%	-9%	12%
Cc1ccc(NC(=O)Nc2ccccc2C(=O)NCc2ccccc2)cc1	0%	-2%	-18%
OCCN1CCN(C(=S)NCCc2ccccc2)CC1	0%	-3%	1%
Cc1cc(OCCOc2cccc3cccnc23)c(C)cc1Cl	?	6%	?
COc1ccc(C(=O)O/N=C(\N)Cc2ccc(Cl)cc2)cc1OC	-2%	-1%	16µM*
Cc1c(N2CCCC2)cc2c(c1N)C(C)(C)CC2(C)C	4%	2%	-21%

Given in CSV form: part of the list above.
molecule,KAT2A inh,FEN1 inhibitor,TDP1 cell CPT
Cn1cc(S(=O)(=O)Nc2cccc(F)c2)c(=O)n(C)c1=O,-1%,4%,-21%
CSCCC(NS(=O)(=O)c1ccc(Cl)cc1)C(=O)OCC(=O)N(C(C)C)C(C)C (configuration not stated),-1%,-4%,-19%

The main list resumes; the two compounds before the break are reprinted first.
SMILES	KAT2A inh	FEN1 inhibitor	TDP1 cell CPT
COc1ccc(C(=O)O/N=C(\N)Cc2ccc(Cl)cc2)cc1OC	-2%	-1%	16µM*
Cc1c(N2CCCC2)cc2c(c1N)C(C)(C)CC2(C)C	4%	2%	-21%
O=C(COc1ccc2c(c1)oc(=O)c1ccccc12)NCC1CCC(C(=O)O)CC1 (configuration not stated)	-10%	-3%	5%
Cc1cc(C)cc(NC2=NCC(=O)N2Cc2ccccc2)c1	-4%	2%	0%
COc1ccc(C(CNC(=O)c2cccc(S(=O)(=O)Nc3ccc(F)cc3)c2)N2CCCC2)cc1 (configuration not stated)	·	-3%	?
O=C(OCC(=O)N1CCCc2ccccc21)C1CCN(S(=O)(=O)c2cccs2)CC1	-4%	6%	8%
CON(C)C(=O)CC(CNC(=O)OC(C)(C)C)c1ccc(Cl)cc1 (configuration not stated)	-2%	-10%	?
O=C(O)CCCCCCCCCCC1CCC(O)C1O (configuration not stated)	·	-5%	1%
CCn1ncc(CN2CCC(C(=O)Nc3cccc(-c4cccc(F)c4)c3)CC2)c1C	2%	20%	?
CCc1ccccc1NC(=O)Cc1cn(C)c2ccccc12	-3%&-8%	-9%&-16%	-3%&1%
Cc1cnc(NC(=O)c2c(Cl)cnn2C)s1	-3%	-5%	0%
[O-][n+]1c(/C=C/c2ccccc2)ccc2ccccc21	-7%	-1%	21µM*
Cc1ccccc1NC(=O)CN1C(=O)S/C(=C\c2ccc(-c3cccc(C(=O)O)c3C)o2)C1=O	21%	-13%	1%
COc1ccc(C(=O)C2CCCN(Cc3c(F)ccc(F)c3F)C2)c(OC)c1 (configuration not stated)	-17%	-16%	19%
O=S(=O)(NCC1CCCO1)c1ccc(Cl)nc1 (configuration not stated)	1%	-3%	8%
O=C(/C=C/c1ccccc1)c1ccc2ccccc2c1	·	3%	?
COc1cc(NC(=O)c2ccccc2)c(OC)cc1NC(=O)Cc1ccccc1	-1%	-6%	-30%
CC(C)CCNC(=O)CCCn1c(=O)[nH]c2ccc(Br)cc2c1=O	1%	-7%	-25%
CC(C)NC(=O)c1ccc(COc2ccc(C(C)(C)C)cc2)o1	-3%	-11%	?
COc1ccccc1NC(=O)c1sc(NC(=O)c2ccco2)c(C#N)c1C	4%	-7%	-17%
COC(=O)n1c(=O)oc2ccccc21	-4%	2%	0%

3 records drawn at random from the list so far, as already listed:
SMILES	KAT2A inh	FEN1 inhibitor	TDP1 cell CPT
Cc1ccc(-c2nnnn2CS(=O)(=O)c2ccccc2)cc1	-2%	-4%	5%
CC1Cc2cc(S(=O)(=O)N3CCN(c4ccccc4F)CC3)ccc2N1C(=O)C1CC1 (configuration not stated)	-18%	-8%	?
COc1ccc(C(=O)NCCc2nc3cc([N+](=O)[O-])ccc3n2C)cc1	-2%	-5%	-16%

Not all compounds are listed; the hit share may differ from the screen's.
